Screens: PubChem, several laboratories
HCV NS3 hel inh: blocks Hepatitis C virus NS3 helicase unwinding; 290,000 compounds, 0.56% hits; inhibition, % at 10.9 µM; AID 1800; NS3 helicase DNA unwinding, Cy5 molecular beacon fluorescence;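 active = inhibition above the mean of all tested compounds plus 3 SD, set per campaign, cut at about 35% in these data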;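 note: 0% = DMSO wells and 100% = thioflavine S control wells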
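Measured by: Cy5 fluorescence, 0 and 60 min reads / Assay system: NS3 helicase fragment of HCV / Control set: low DMSO, high thioflavine S at 110 µM / Times: 1 h reaction at 25 °C, ATP-initiated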
IDE cell inh: inhibitors of human insulin-degrading enzyme in cells; P14735; HEK cells, FAbetaB cleavage, fluorescence polarization; inhibition, % at 5.59 µM; 320,000 compounds, 0.41% hits;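 active = percent inhibition above the average of all tested compounds plus 3 SD, set per screening campaign, cut at about 16% in these data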;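 note: IDE supplied by intact live HEK cells; FP after avidin binding of uncleaved biotin substrate so inhibition keeps polarization high; 0% = DMSO wells and 100% = 60 µM reference IDE inhibitor Ii1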
IMP-1 inhibitor: blocks Pseudomonas aeruginosa IMP-1 metallo-beta-lactamase. inhibition, % at 5.6 µM. 290,000 compounds, 0.45% hits. AID 1556. purified IMP-1, nitrocefin hydrolysis, epi-absorbance fluorescence;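 active = inhibition above the mean plus 3 SD of all compounds in the same screening run, cut at about 4.5% in these data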;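 note: 0% = IMP-1 with DMSO and 100% = DMSO wells lacking enzyme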
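System – purified recombinant IMP-1 beta-lactamase · Input – IMP-1 dispensed at 0.2 nM · Timing – 15 min preincubation plus 25 min reaction at 25 °C · Signal – Epi-absorbance fluorescence, 480 nm excitation, 530 nm emission · Measure – percent IMP-1 inhibition derived from blank-referenced optical density · Controls – Enzyme-plus-DMSO low control, enzyme-free DMSO high control · Replication – singlicate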
IDE cell activ: IDE (human) activation, cell-based. activation, % at 5.96 µM. HEK cells, FAbeta-B cleavage, fluorescence polarization; 0% vehicle, 100% cell-free pure enzyme wells. AID 493087. 340,000 compounds, 0.073% hits;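 active = activation above the mean of all tested compounds plus 3 SD, set per screening campaign, cut at about 17% in these data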
SUMO HTRF inh: SUMOylation inhibition. P63279. HTRF SUMOylation assay, SAE1/SAE2 + UBC9, in vitro. inhibition, % at 35 µM. 290,000 compounds, 0.36% hits. AID 2006; in the data active = inhibition above about 50%, passing the limit was not always enough; note: strong numbers were not always called active
VIM-2 inh: blocks Pseudomonas aeruginosa VIM-2 metallo-beta-lactamase; 290,000 compounds, 0.89% hits; inhibition, % at 5.6 µM; AID 1527; purified VIM-2, nitrocefin hydrolysis, epi-absorbance fluorescence;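 active = inhibition above the mean of all tested compounds plus 3 SD, cutoff set per screening run, cut at about 7.5% in these data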;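 note: red hydrolysis product quenches plate fluorescence so inhibitors raise well fluorescence; 0% = enzyme with DMSO and 100% = DMSO without enzyme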
CRFBP-R2 block: blocks CRF-induced signaling of the CRF-BP/CRF-R2 complex | HEK293 CRF-R2/CRF-BP, CRF-induced calcium fluorescence | 350,000 compounds, 0.59% hits | inhibition, % at 11.8 µM | AID 588475;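 active = inhibition of the ligand-induced calcium signal above about 50% at the single tested concentration, limit read from the data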
p-CIP stab down: compounds decreasing mouse p/CIP protein stability; F442A p/CIP-EGFP cells, EGFP fluorescence, 16 h; decrease of EGFP signal, % at 10 µM; 290,000 compounds, 0.01% hits; AID 1984;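 active = EGFP signal decrease of at least 30% at 10 µM or well 3 SD below plate mean, unless failing retest; inactive = the rest, including hits failing retest or dose response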; note: some compounds called inactive have numbers as strong as hits; many of its hits are not listed in these tables
Target sequence (Q05BA5 1-1403): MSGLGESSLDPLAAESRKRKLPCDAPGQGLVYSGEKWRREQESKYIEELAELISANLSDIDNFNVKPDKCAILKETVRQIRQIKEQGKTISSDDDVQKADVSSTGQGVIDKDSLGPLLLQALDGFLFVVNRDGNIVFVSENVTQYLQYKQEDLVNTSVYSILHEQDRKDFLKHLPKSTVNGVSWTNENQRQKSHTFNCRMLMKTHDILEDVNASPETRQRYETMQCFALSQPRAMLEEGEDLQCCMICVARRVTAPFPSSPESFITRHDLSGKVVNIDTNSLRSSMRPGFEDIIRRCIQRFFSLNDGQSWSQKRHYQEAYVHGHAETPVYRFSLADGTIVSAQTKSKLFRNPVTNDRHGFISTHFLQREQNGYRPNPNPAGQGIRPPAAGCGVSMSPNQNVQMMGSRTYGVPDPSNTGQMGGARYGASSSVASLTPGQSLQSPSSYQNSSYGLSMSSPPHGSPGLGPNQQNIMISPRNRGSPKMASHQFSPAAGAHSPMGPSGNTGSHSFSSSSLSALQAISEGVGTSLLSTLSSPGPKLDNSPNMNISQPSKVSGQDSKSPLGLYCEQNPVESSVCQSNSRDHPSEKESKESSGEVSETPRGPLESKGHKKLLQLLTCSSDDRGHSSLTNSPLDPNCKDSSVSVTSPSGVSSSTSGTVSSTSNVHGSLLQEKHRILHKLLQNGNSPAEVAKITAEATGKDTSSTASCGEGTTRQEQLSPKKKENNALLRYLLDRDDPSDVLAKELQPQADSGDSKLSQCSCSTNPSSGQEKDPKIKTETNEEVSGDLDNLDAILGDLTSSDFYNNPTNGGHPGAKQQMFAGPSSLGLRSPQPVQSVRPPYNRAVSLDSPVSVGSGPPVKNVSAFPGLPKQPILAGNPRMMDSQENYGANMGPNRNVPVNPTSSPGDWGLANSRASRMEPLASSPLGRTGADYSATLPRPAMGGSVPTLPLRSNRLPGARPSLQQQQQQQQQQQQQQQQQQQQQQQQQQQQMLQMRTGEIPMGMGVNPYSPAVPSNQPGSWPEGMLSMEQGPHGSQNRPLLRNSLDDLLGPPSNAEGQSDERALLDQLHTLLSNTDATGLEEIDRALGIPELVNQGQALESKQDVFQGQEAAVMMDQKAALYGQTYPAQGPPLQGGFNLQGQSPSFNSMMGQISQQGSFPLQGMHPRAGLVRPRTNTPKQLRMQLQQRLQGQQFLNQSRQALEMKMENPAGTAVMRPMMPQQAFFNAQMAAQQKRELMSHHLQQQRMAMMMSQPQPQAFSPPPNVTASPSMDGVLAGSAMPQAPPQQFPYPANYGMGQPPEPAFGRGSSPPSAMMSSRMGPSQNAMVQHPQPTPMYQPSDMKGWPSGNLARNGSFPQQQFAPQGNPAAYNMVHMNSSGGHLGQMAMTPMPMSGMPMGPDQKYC
GalR3 antag: blocks the human galanin receptor 3; AID 651719; inhibition, % at 3 µM; HEK293 GalR3-CNG cAMP membrane potential fluorescence; galR3 body fused to GalR1 C-terminus; 360,000 compounds, 0.44% hits;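 active = inhibition above the screen-wide average plus 3 SD, cut at about 13% in these data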;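 note: forskolin and galanin both at EC90 stimulate the cells; cAMP rise reported by CNG channel membrane potential dye signal; 0% = forskolin plus galanin with DMSO and 100% = forskolin alone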
Numbers without * were called inactive; · = no result given.

#	HCV NS3 hel inh	IDE cell inh	IMP-1 inhibitor	IDE cell activ	SUMO HTRF inh	VIM-2 inh	CRFBP-R2 block	p-CIP stab down	GalR3 antag	smiles
1	-3	3	-1.4	-7	2	-1.4	13	-11	-1	O=C(CSCC(=O)c1ccccc1)Nc1ccccc1Cl
2	9	1	-3.1	1	0	-2.2	-15	0	-9	Nc1nonc1-n1nnc(C(=O)N/N=C/c2ccncc2)c1-c1ccccc1
3	-5	1	-1.6	1	7	-1.0	15	-9	-4	COc1nnc(-c2ccc(N3CCCCC3)c(NC(C)=O)c2)c2ccccc12
4	·	1	·	3	17	·	18	-10	-2	CC12CCC(=O)N1C(C(=O)Nc1cccc3ccccc13)CS2 (centres undefined)
5	-3	4	-2.0	-5	2	-3.1	-12	0	-1	Cc1cc(NC(=O)C2C3C(=O)N(CC4CCCO4)C(C(=O)NC(C)(C)C)C34C=CC2(C)O4)no1 (centres undefined)
6	0	1	-4.0	5	-17	-1.5	4	-15	-6	CCOC(=O)C1C(=O)CC(C)(O)C(C(=O)OCC)C1c1ccc(N(CC)CC)cc1 (centres undefined)
7	-66	5	0.7	1	-27	23*	-3	-1	·	CCN1CCN(c2cc(N3CCN(C(=O)c4ccco4)CC3)c3c4c(onc24)-c2ccccc2C3=O)CC1
8	-9	1	-1.6	7	4	-0.1	-33	-11	-3	C/C(=N\NC(=O)c1cc2c(s1)CCC(C)C2)c1ccncc1 (centres undefined)
9	-3	-2	-2.7	4	-8	-3.3	32	-5	-3	COc1ccc(NC(=S)NCc2ccc3c(c2)OCO3)cc1
10	0	10	-3.8	-1	·	-0.5	4	5	2	CCc1cc(=O)oc2cc(C)cc(OCC(=O)N3CCC(C(=O)NC(C)C)(c4ccccc4)CC3)c12
11	6	0	-0.3	2	-2	-3.0	-55	-3	-2	CCOc1ccc(NS(=O)(=O)c2ccc(NC(=S)NC(=O)CC(C)C)cc2)cc1
12	·	-2	·	10	-16	·	-19	8	-4	C=C(C)[C@@H]1CC=C(C(=O)O)CC1
13	0	-1	-2.5	-1	14	-3.3	8	4	-7	Cc1c(-n2c(SCC(C)C)nc3ccccc3c2=O)c(=O)n(-c2ccccc2)n1C
14	-27	3	-3.0	3	-1	-0.9	20	-8	-12	COc1ccc(S(=O)(=O)N2CCOc3ccccc32)cc1
15	2	0	-2.2	2	-2	-4.8	21	3	-6	COC(=O)c1cc2occc2n1CC(=O)Nc1ccc(OC)c(OC)c1OC
16	5	0	-2.0	0	11	-3.2	-9	-17	-5	Cc1nc(N)nc(-c2ccccc2O)n1
17	-5	-2	-0.2	1	-10	0.7	1	10	-6	Clc1ccc(OCCn2ccnc2)cc1Cl
18	-5	0	1.8	0	-7	1.4	-16	3	-10	CCOCCOC(=O)c1ccc(NC(=O)C2COc3ccccc3O2)cc1 (centres undefined)
19	-4	8	-2.9	2	7	-3.0	2	0	-7	Cc1cccc(-n2ncc(C(=O)NC3CCCC3)c2C2CCN(C(=O)OC(C)(C)C)CC2)c1
20	-8	·	-0.7	4	3	-2.0	6	-5	-2	Cc1ccc(CNC(=O)C2CCC(=O)N(Cc3ccc(Cl)cc3)C2)cc1F (centres undefined)
21	·	4	·	1	·	·	44	·	-3	CC(C)(C)c1ccc(OCCCCCCN2CCNCC2)cc1
22	·	4	·	-3	·	·	-12	·	-3	CC(=O)c1ccc(S(=O)(=O)NC2CC(=O)N(c3ccc(C)cc3)C2)cc1 (centres undefined)
23	0	-1	-0.2	6	11	1.6	5	9	4	O=C(COC(=O)CN1C(=O)c2cccc([N+](=O)[O-])c2C1=O)NC1CCS(=O)(=O)C1 (centres undefined)
24	1	-6	-3.2	2	7	-2.0	4	2	-1	COC(=O)c1nnn(-c2cc(Cl)cc(Cl)c2)c1C(=O)OC
25	6	-2	-2.0	3	-5	-1.7	-14	-15	-4	COc1ccccc1C(=O)OCc1ccc2sc(C)nc2c1
26	-9	11	-3.5	3	-3	-3.5	0	-15	1	CN(C)S(=O)(=O)c1ccc(N2CCCC2)c(C(=O)Nc2nc3ccccc3s2)c1
27	·	-10	·	3	·	·	3	·	-1	COc1ccc(S(=O)(=O)N2CCCC2CNC(=O)C(=O)NCc2ccc3c(c2)OCO3)cc1 (centres undefined)
28	·	1	·	4	·	·	5	·	-2	O=C(NCc1ccc(F)cc1)c1ccc2c(c1)S(=O)(=O)c1ccccc1C2=O
29	0	8	-3.0	1	2	-1.6	9	-4	0	COc1ccc(OCCCC(=O)Nc2ccc3c(c2)OCCO3)cc1
30	-7	2	-2.3	4	15	-1.7	9	-7	-6	CCCOc1ccc(C(=O)NCCO)cc1

12 structures already listed, sorted by length of the SMILES, falling:
#	HCV NS3 hel inh	IDE cell inh	IMP-1 inhibitor	IDE cell activ	SUMO HTRF inh	VIM-2 inh	CRFBP-R2 block	p-CIP stab down	GalR3 antag	smiles
23	0	-1	-0.2	6	11	1.6	5	9	4	O=C(COC(=O)CN1C(=O)c2cccc([N+](=O)[O-])c2C1=O)NC1CCS(=O)(=O)C1 (centres undefined)
19	-4	8	-2.9	2	7	-3.0	2	0	-7	Cc1cccc(-n2ncc(C(=O)NC3CCCC3)c2C2CCN(C(=O)OC(C)(C)C)CC2)c1
27	·	-10	·	3	·	·	3	·	-1	COc1ccc(S(=O)(=O)N2CCCC2CNC(=O)C(=O)NCc2ccc3c(c2)OCO3)cc1 (centres undefined)
26	-9	11	-3.5	3	-3	-3.5	0	-15	1	CN(C)S(=O)(=O)c1ccc(N2CCCC2)c(C(=O)Nc2nc3ccccc3s2)c1
22	·	4	·	-3	·	·	-12	·	-3	CC(=O)c1ccc(S(=O)(=O)NC2CC(=O)N(c3ccc(C)cc3)C2)cc1 (centres undefined)
20	-8	·	-0.7	4	3	-2.0	6	-5	-2	Cc1ccc(CNC(=O)C2CCC(=O)N(Cc3ccc(Cl)cc3)C2)cc1F (centres undefined)
18	-5	0	1.8	0	-7	1.4	-16	3	-10	CCOCCOC(=O)c1ccc(NC(=O)C2COc3ccccc3O2)cc1 (centres undefined)
24	1	-6	-3.2	2	7	-2.0	4	2	-1	COC(=O)c1nnn(-c2cc(Cl)cc(Cl)c2)c1C(=O)OC
29	0	8	-3.0	1	2	-1.6	9	-4	0	COc1ccc(OCCCC(=O)Nc2ccc3c(c2)OCCO3)cc1
25	6	-2	-2.0	3	-5	-1.7	-14	-15	-4	COc1ccccc1C(=O)OCc1ccc2sc(C)nc2c1
17	-5	-2	-0.2	1	-10	0.7	1	10	-6	Clc1ccc(OCCn2ccnc2)cc1Cl
30	-7	2	-2.3	4	15	-1.7	9	-7	-6	CCCOc1ccc(C(=O)NCCO)cc1

Going on with the list:
#	HCV NS3 hel inh	IDE cell inh	IMP-1 inhibitor	IDE cell activ	SUMO HTRF inh	VIM-2 inh	CRFBP-R2 block	p-CIP stab down	GalR3 antag	smiles
31	-4	1	-3.0	2	-30	-3.0	0	-9	-4	COc1ccc(/C=N/NC(=O)Cc2csc(Nc3cccc(C(F)(F)F)c3)n2)c(OC)c1
32	-2	0	-2.2	0	6	-0.1	-106	-18	-4	Cc1cc(/C=N/NC(N)=S)c(C)n1-c1cccc(Cl)c1
33	-5	5	-2.4	6	21	-0.8	23	-114	-5	O=C1c2cccc3c([N+](=O)[O-])ccc(c23)C(=O)N1CCc1ccccn1
34	·	2	·	0	·	·	5	·	1	CCOc1ncccc1C(=O)NNC(=O)c1csc(N2CCOCC2)n1
35	1	-2	-0.2	-1	8	0.2	12	6	-7	CCOC(=O)C1=C(C)N(c2ccc(C)c(C)c2)C(=O)/C1=C\c1ccco1
36	-7	4	-2.2	0	25	9.2*	-6	2	·	COc1cccc2c1cc1c(=O)n(CC(=O)NCCCN3CCCCC3)nc(C)n12
37	·	3	·	2	·	·	6	·	-1	CC1(C)O[C@@H]2[C@H](O1)[C@@H](COS(=O)(=O)O)O[C@H]2n1cnc2c(=O)[nH]cnc21
38	0	4	0.0	2	25	-0.9	-6	-12	-3	CCCCN1C(=O)C2C3C=CC(C2C1=O)C1C2C(=O)N(CCCC)C(=O)C2C31 (centres undefined)
39	·	7	·	4	·	·	8	·	-6	Cn1ccc(NS(=O)(=O)c2cc(Br)ccc2Br)n1
40	-9	-6	-3.9	3	9	-2.4	9	7	-4	Cc1ccccc1C(=O)NC(CC(C)C)C(=O)NN1C(=O)c2ccccc2C1=O (centres undefined)
41	-7	2	-2.6	4	6	-3.5	1	-3	-2	COC(=O)CCCNC(=O)CC1C(=O)NCCN1Cc1ccoc1 (centres undefined)
42	-11	3	-1.3	7	-8	-2.5	-4	3	-7	COc1ccccc1C(=O)N/C(=C\c1cn(C)c2ccccc12)C(=O)NCCCn1ccnc1
43	-9	-2	-0.4	-4	-16	1.5	14	4	-6	CC1CCCCC1NC(=O)CO/N=C/c1ccc(OC(F)F)cc1 (centres undefined)
44	·	0	·	-1	6	·	12	4	0	CCOC(=O)N1CCN(C(=O)c2cnn(-c3ccccc3)c2NC(=O)c2ccccc2F)CC1
45	-1	-1	-2.7	-1	7	-2.5	8	-12	1	CC(C)OCP(=O)(c1ccccc1)c1ccccc1
46	-2	-7	-1.5	3	-3	-1.6	-5	-14	1	Cc1cc(C)c(NC(=O)CC(C)(C)C)c(Cl)c1
47	4	-1	-3.1	4	14	-1.1	4	-12	-8	Cc1ccc(S(=O)(=O)N2CCC(C(=O)NC3CCCC3)CC2)cc1Cl
48	0	8	-2.9	·	11	-3.6	·	0	-4	CC(C)NC(=O)c1ccc(-n2c(=S)[nH]c3ccccc3c2=O)cc1
49	7	10	-1.4	-10	9	-2.3	-132	-10	-2	COc1ccc(C(=O)c2sc3nc(C)cc(-c4cccs4)c3c2N)cc1OC
50	0	-2	-3.4	1	-11	-4.2	17	8	-3	COC(=O)Nc1ccccc1C(=O)N1CCCCC1
51	-5	2	-1.7	6	-11	-0.1	-32	-13	1	COC(=O)C(NC(C)=O)(Nc1nc2ccc(S(C)(=O)=O)cc2s1)C(F)(F)F (centres undefined)
52	3	3	-2.5	-2	21	-1.4	9	-5	-5	COc1cc(CC(=O)Nc2nccs2)cc(OC)c1OC
53	7	3	-4.1	-5	-34	-2.4	13	-3	1	CCOC(=O)c1c(C)[nH]c(C(=O)CSc2nccc(C)n2)c1C
54	·	3	·	4	·	·	6	·	-7	Cc1ccccc1NC(=O)c1ccc(OCc2c(C)noc2C)cc1
55	·	-3	·	5	·	·	0	·	-5	Cc1ccc(NC(=O)C2CC(=O)N(c3ccc4c(c3)OCCO4)C2)nc1 (centres undefined)
56	·	5	·	2	·	·	-9	·	-1	CCCc1cc(=O)[nH]c2nnc(SCC(=O)Nc3cccc(NC(C)=O)c3)n12
57	·	-1	·	-3	·	·	-3	·	-5	COc1ccc(CN2C(=O)c3ccccc3C2=O)cc1C(=O)N(C)CC(=O)Nc1c(C)cccc1C
58	3	-2	-1.4	-3	2	-2.9	2	-24	2	CCc1ccc(NC(=O)N2CCCCCC2)cc1
59	-24	-2	-0.1	2	4	19*	-6	1	1	CCN1CCN(CC(=O)n2c3c(c4ccccc42)CC(C)CC3)CC1 (centres undefined)
